DDE Tn7 FP inh = inhibitors of Tn7 peptide binding to fibrin DD(E), primary screen, biochemical, fluorescence polarization, human fibrin, Tn7 probe. Fibrinogen beta chain (Homo sapiens), P02675. FP displacement of FITC-Tn7 peptide from fibrin DD(E); 0% = median of compound wells per plate. inhibition, % at 8.3 µM. hit rate 0.13% among 370,000;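 active means inhibition above the mean of compounds falling within the control limits plus 3 SD of them, cut at about 14% in these data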;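 further: 0% = plate median of compound wells and 100% = 10 µM Aha-Tn7 peptide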
Target sequence (P02675 whole entry, looked up): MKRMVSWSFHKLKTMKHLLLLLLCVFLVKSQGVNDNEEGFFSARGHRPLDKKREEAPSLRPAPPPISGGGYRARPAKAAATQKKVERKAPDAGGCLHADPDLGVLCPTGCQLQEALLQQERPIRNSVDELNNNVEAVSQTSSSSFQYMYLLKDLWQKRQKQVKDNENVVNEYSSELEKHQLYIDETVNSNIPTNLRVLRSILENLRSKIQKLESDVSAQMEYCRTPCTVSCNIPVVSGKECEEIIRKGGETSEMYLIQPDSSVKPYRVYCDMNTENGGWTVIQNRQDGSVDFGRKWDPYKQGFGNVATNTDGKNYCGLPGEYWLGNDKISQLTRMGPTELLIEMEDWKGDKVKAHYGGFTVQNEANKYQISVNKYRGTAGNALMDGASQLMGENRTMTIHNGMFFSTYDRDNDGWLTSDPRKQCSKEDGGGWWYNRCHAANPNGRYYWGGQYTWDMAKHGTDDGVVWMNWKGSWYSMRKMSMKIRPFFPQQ
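Assay system: Human fibrin DD(E) protein | Medium: Tris buffer with calcium and detergent, pH 7.8 | Reagent: 0.1 µM fluorescent Tn7 | Compound dosing: Single point at 8.3 µM | Times: 10 min preincubation, 3 h with tracer, room temperature | Detection: Fluorescence polarization of the labelled Tn7 tracer | Controls: Aha-Tn7 high control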
PLCg1 inh = PLC-gamma1 enzyme inhibitors, primary screen, biochemical, fluorescence, purified enzyme; hit rate 0.84% among 370,000; 1-phosphatidylinositol 4,5-bisphosphate phosphodiesterase gamma-1 (Homo sapiens), P19174; AID 720700, 2013; inhibition, % at 12.2 µM; fluorogenic substrate; in the data active means inhibition above about 9.5%
TDP2 absorb = human TDP2 enzyme inhibitors, primary screen, biochemical, epi absorbance, recombinant enzyme. hit rate 0.34% among 370,000. Tyrosyl-DNA phosphodiesterase 2 (Homo sapiens), O95551. inhibition, % at 12.8 µM. T5PNP hydrolysis, p-nitrophenol absorbance 415 nm. AID 720702, 2013;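 active means inhibition above the mean of all tested compounds plus 3 SD, set per campaign, cut at about 25% in these data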;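 further: 0% = DMSO with enzyme and 100% = buffer with substrate but no TDP2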
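System – recombinant human TDP2 · Amount – 120 nM TDP2 per well · Buffer or medium – Mg2+-containing Tris-HCl buffer, pH 7.5 · Reagent – T5PNP substrate, 5 mM · Dosing – 12.8 µM single point, 1% DMSO · Incubation – 2 h at 37 °C · Measured by – epi absorbance · Read-out basis – percent inhibition · Benchmarks – high control without enzyme, low control DMSO plus TDP2 · Repeats – singlicate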
PLCb3 inh = human PLC-beta3 inhibitors, primary screen, biochemical, fluorescence. 1-phosphatidylinositol 4,5-bisphosphate phosphodiesterase beta-3 (Homo sapiens), Q01970. Purified PLC-beta3, fluorogenic substrate. inhibition, % at 12.2 µM. hit rate 0.18% among 370,000; in the data active means inhibition above about 11%;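 further: 0% = median of compound wells on plate and 100% = full blocker control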
ADAM10 inh = human ADAM10 inhibitors, primary screen, biochemical, QFRET, HTS; Disintegrin and metalloproteinase domain-containing protein 10 (Homo sapiens), O14672; hit rate 0.62% among 370,000; recombinant ADAM10, EDANS/DABCYL FRET peptide cleavage, 3 h; inhibition, % at 7 µM;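 active means inhibition above a per-campaign cutoff equal to the mean of compounds falling between control-based bounds plus 3 SD, cut at about 20% in these data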;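 further: 0% = DMSO wells while the 100% control is not disclosed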
ASAP1 GAP inh = inhibitors of human ASAP1 ArfGAP activity, primary screen, biochemical, fluorescence polarization | Arf-GAP with SH3 domain, ANK repeat and PH domain-containing protein 1 (Homo sapiens), … | ASAP1-stimulated ARF1 GTP hydrolysis, GDP FP detection | inhibition, % at 16.5 µM | hit rate 0.19% among 360,000 | AID 624377, 2012; in the data active means inhibition above about 25%;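 further: 0% = vehicle with enzyme and substrate and 100% = no enzyme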
Target sequence (Q9ULH1 325-724 limits assumed): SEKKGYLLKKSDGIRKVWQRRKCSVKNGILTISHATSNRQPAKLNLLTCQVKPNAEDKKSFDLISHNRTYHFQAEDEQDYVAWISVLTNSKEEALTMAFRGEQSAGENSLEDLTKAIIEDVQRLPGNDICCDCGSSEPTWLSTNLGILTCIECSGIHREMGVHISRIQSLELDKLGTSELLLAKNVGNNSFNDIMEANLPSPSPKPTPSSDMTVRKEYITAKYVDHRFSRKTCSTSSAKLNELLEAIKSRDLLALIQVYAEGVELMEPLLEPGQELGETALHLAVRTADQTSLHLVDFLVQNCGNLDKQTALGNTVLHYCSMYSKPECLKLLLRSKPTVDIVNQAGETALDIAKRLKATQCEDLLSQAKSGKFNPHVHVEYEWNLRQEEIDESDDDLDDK
ADAM17 inh = ADAM17 inhibitors, primary screen, biochemical, QFRET; Disintegrin and metalloproteinase domain-containing protein 17 (Homo sapiens), P78536; recombinant ADAM17, EDANS/DABCYL FRET peptide cleavage; inhibition, % at 6.95 µM; hit rate 0.83% among 370,000; AID 720648, 2013;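 active means inhibition above the mean of compounds lying between control limits plus 3 SD, set per campaign, cut at about 8.5% in these data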;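 further: 0% = DMSO-only wells as the low control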
SIAE primary = human SIAE inhibitors, primary screen, biochemical, fluorescence polarization, FP-Rh probe, 1536-well HTS. Sialate O-acetylesterase (Homo sapiens), Q9HAT2. SIAE FP-Rh probe binding. inhibition, % at 9.66 µM. hit rate 0.69% among 370,000;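 active means inhibition above a cutoff: mean of compounds within the control limits plus 3 SD of those, cut at about 17% in these data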;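 further: 0% = plate median of compound wells and 100% = probe without SIAE protein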
Tn6 DDE FP = inhibitors of Tn6 peptide binding to fibrin DD(E), primary screen, biochemical, fluorescence polarization, human fibrin, Tn6 probe; Fibrinogen beta chain (Homo sapiens), P02675; Fibrin DD(E) TRITC-Tn6 fluorescence polarization displacement; inhibition, % at 8.3 µM; hit rate 0.21% among 370,000;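 active means inhibition above a per-campaign cutoff: mean of compounds within control limits plus 3 SD, cut at about 15% in these data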;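 further: 0% = median of all compound wells on the plate and 100% = blocking peptide control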
ARFGAP1 inh = inhibitors of rat ARFGAP1 GAP activity, primary screen, biochemical, fluorescence polarization, GDP tracer | ADP-ribosylation factor GTPase-activating protein 1 (Rattus norvegicus), Q62848 | hit rate 0.26% among 360,000 | Arfgap1-stimulated ARF1 GTP hydrolysis, GDP FP detection | inhibition, % at 16.5 µM;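 active means inhibition above a per-plate limit, mean inhibition of low control wells plus 3 SD, cut at about 25% in these data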;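 further: 0% = DMSO wells with enzyme and 100% = wells lacking Arfgap1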
Target sequence (Q62848 1-136 limits assumed): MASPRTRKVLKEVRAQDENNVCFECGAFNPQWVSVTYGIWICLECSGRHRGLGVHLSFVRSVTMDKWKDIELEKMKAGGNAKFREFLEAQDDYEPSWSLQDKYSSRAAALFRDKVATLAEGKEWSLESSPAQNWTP
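Material: rat Arfgap1 catalytic domain, aa 1-136; also added: human ARF1(Δ1-17)-GTP substrate; compound dosing: one concentration, 16.5 µM, DMSO 1.26%; incubation: GTP hydrolysis reaction 2 h at 25 °C; measured by: Tracer-displacement fluorescence polarization with EDTA stop, 620/688 nm; evaluation: % inhibition from polarization; repeats: one replicate per compound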
Starred values were filed as active, the others as inactive; i = inactive.

Molecule	DDE Tn7 FP inh	PLCg1 inh	TDP2 absorb	PLCb3 inh	ADAM10 inh	ASAP1 GAP inh	ADAM17 inh	SIAE primary	Tn6 DDE FP	ARFGAP1 inh
CCOC(=O)CN1CC23C=CC(O2)C(C(=O)NCCc2ccccc2)C3C1=O (configuration not stated)	4	0	-11	-2	-9	-2	3	5	10	11
O=C(NNc1nc(-c2ccc(Cl)cc2)cs1)c1ccco1	0	-9	-8	-19	12	-1	5	-6	-5	-9
CCOC(=O)C1=NN(c2ccccc2)C2=NC(C)=C(C(=O)OC)C(c3ccc(C)cc3)N12 (configuration not stated)	4	3	-8	-4	-1	-1	0	-3	-6	20
O=c1c2ccccc2cnn1-c1ccc2ccccc2c1	-3	-53	-5	-63	7	18	-4	2	-3	4
COc1ccccc1Nc1nc(N)nc(CSc2ncccn2)n1	5	-1	5	-2	2	4	-9	-3	-4	1
O=c1[nH]c(/C=C/c2ccc(Cl)cc2Cl)c([N+](=O)[O-])c(=O)[nH]1	4	-2	-85	-5	11	-6	-4	-13	0	0
O=C(O)CCc1ccc(-c2ccc(Cl)cc2)n1CC(=O)O	-7	-63	12	-67	-58	2	-21	6	-1	10
NS(=O)(=O)c1ccc(N/N=C/c2ccc(C(=O)O)cc2)c([N+](=O)[O-])c1	-6	6	-7	0	3	-1	2	-7	5	12

2 entries from above, with two lines to a compound.
Fields – DDE Tn7 FP inh | PLCg1 inh | TDP2 absorb | PLCb3 inh | ADAM10 inh | ASAP1 GAP inh | ADAM17 inh | SIAE primary | Tn6 DDE FP | ARFGAP1 inh
O=c1c2ccccc2cnn1-c1ccc2ccccc2c1
 : -3 | -53 | -5 | -63 | 7 | 18 | -4 | 2 | -3 | 4
NS(=O)(=O)c1ccc(N/N=C/c2ccc(C(=O)O)cc2)c([N+](=O)[O-])c1
 : -6 | 6 | -7 | 0 | 3 | -1 | 2 | -7 | 5 | 12

Additional structures follow:
Molecule	DDE Tn7 FP inh	PLCg1 inh	TDP2 absorb	PLCb3 inh	ADAM10 inh	ASAP1 GAP inh	ADAM17 inh	SIAE primary	Tn6 DDE FP	ARFGAP1 inh
CC1(c2nnc(-c3cccc(Cl)c3)o2)CC(c2ccccc2Br)=NO1 (configuration not stated)	8	7	-6	6	17	-1	5	0	5	4
CC(=O)N1CCc2cc(C(=O)CN3CCN(c4cccc(Cl)c4)CC3)ccc21	7	-6	5	-8	-22	-19	-1	4	-4	1
COc1ccc(-c2nc3ncccc3o2)cc1NC(=O)c1cccs1	-4	-1	-2	-6	-12	-1	1	-9	-5	7
COn1c(=O)c(-c2cccc(Br)c2)[n+]([O-])c2ccccc21	-10	-17	0	-28	-25	-4	-8	-1	1	-6
C=CCOC(=O)/C=C/C(=O)NC(N)=O	-2	7	-10	-2	5	11	0	3	3	13
Cn1c(N)cc(-c2ccc(F)cc2)c(C#N)c1=O	-3	-17	6	-21	-11	-12	-3	0	-4	-3
COc1ccc(OC)c(NC(=O)CCN2CCCCC2)c1	10	0	14	-1	6	-11	-11	-3	-1	-5
COc1ccccc1CNC(=O)C1(C)CCN1C(=O)Cc1ccc(-c2ccccc2)cc1 (configuration not stated)	-4	7	-9	3	3	-9	2	0	1	6
COC(=O)Cc1c(C)nc2nc(NCc3cccc([N+](=O)[O-])c3)[nH]n2c1=O	-14	1	-10	3	4	0	2	3	-11	7
c1c(CC2CCCC2)nnn1C[C@H]1CC[C@@H]([C@@H]2CC[C@H](Cn3cc(CC4CCCC4)nn3)O2)O1	-1	0	-2	0	-4	-4	-5	3	-6	5
CC(C)[C@H](NC(=O)N1CCn2c1nc1ccccc12)C(=O)NC1CC1	1	-2	4	-8	-10	13	3	1	-5	-3
CC1=CC(C)(C)N(C(=O)CNC2CCCCC2)c2cc(C)ccc21	4	3	16	5	-3	-7	0	0	-3	2
COc1ccccc1N(CC(=O)NC1CCCC1)C(=O)CNC(=O)c1cccs1	-3	3	9	-4	-5	-3	-3	9	-3	8
COC(=O)CSc1nc(C)cc(N2CCOCC2)n1	-3	2	-3	-4	4	-4	1	5	-1	0
CCOc1cc(C2c3c(n[nH]c3C)C(=O)N2c2ccc(C)cc2)ccc1O (configuration not stated)	-2	-9	-4	1	2	3	-1	5	1	7
COc1ccc(/C=C2\SC(=S)N(NC(=O)c3csc4c3CCCC4)C2=O)cc1	1	-1	-11	-3	6	-6	2	-8	-7	10
COCCN(C(=S)Nc1ccc(C)c(C)c1)C(C)c1ccco1 (configuration not stated)	-1	3	10	3	-3	8	0	5	8	2
Cc1ccc(CN2CCS(=O)(=O)CC2)cc1	3	0	0	2	-3	2	-1	-4	2	6
O=C(COC(=O)c1cc([N+](=O)[O-])ccc1NCCO)Nc1cccnc1Cl	7	1	-1	2	-6	-4	-2	-8	-2	1
O=C(CCCOC(=O)c1ccc(O)cc1O)c1ccccc1	-1	-6	10	-2	1	12	1	0	0	3
CCOC(=O)N1CCC(N(CCN(C)C)C(=S)Nc2cc(Cl)cc(Cl)c2)CC1	7	1	7	-3	-2	3	-1	0	5	13
O=C(O)c1ccc(S(=O)(=O)Nc2ccc(O)c(Sc3nc4ccccc4s3)c2)cc1	3	3	-1	-1	0	-14	-5	-10	2	-1
CCOC(=O)c1cc(-c2ccccc2)sc1NC(=O)C(C)Sc1nnc(N)s1 (configuration not stated)	2	-1	-5	-5	7	-6	6	-7	1	10
CC1CCC(NC(=O)CCS(=O)(=O)c2ccc3c(c2)NC(=O)CS3)CC1 (configuration not stated)	-1	3	-12	-5	5	15	-2	2	1	8
O=S(=O)(Nc1cccc(F)c1)c1cccc2nsnc12	9	2	-6	-7	5	4	-7	-1	0	9
O=C(COC(=O)CNC(=O)c1ccc(Cl)cc1Cl)NCc1ccco1	-6	4	-23	2	16	-11	3	-2	8	2
CCOC(=O)[C@]12CCCC=C1N(Cc1cccc3ccccc13)C(=O)[C@H](CC(=O)NCc1ccccc1)C2	-4	2	4	4	18	-1	8	-3	-2	11
Cc1ccc(S(=O)(=O)N2CCC(=O)N(CCOCc3cccc(Cl)c3)CC2)cc1	0	3	-3	2	3	-1	2	-3	3	-8
Cc1nn(C(C)C(=O)NCCC2=CCCCC2)c(=O)c2nn(-c3ccccc3)c(C)c12 (configuration not stated)	10	-1	3	-3	-7	1	1	2	5	-6
COc1cc(NC(=S)NC(C)(C)C)c(OC)cc1Cl	-6	-3	7	4	2	4	3	7	0	-11
Cc1cccn2c(=O)c3cc(C(=O)NCCc4ccccc4)sc3nc12	-2	-140	-10	-228	-357	-7	-143	-8	-9	-1
CS(=O)(=O)N1CCc2cc(C(=O)O)ccc21	-1	-2	-6	0	4	-4	-3	-7	1	12
CCCCCCCCCCC(C(=O)O)C1(C(=O)O)CCC(=O)O1 (configuration not stated)	-6	-2	-1	1	-5	4	3	0	13	8
Cc1cc(C)nc(NS(=O)(=O)c2ccccc2)n1	0	4	7	0	-5	-2	-3	-1	1	1
Cc1cc(C(=O)CCC(=O)NCC(=O)Nc2c(C)cccc2C)c(C)s1	-3	-3	-1	-7	1	1	0	-12	-4	1
O=C(NC1=NCCS1)c1ccccc1OCc1ccc(F)cc1	4	-1	-4	2	13	12	-3	12	1	4
CCC(=O)Nc1nnc(S(=O)(=O)N(C)c2cc(C)cc(C)c2)s1	-1	9	-14	-8	-2	3	-10	-4	-3	13
CCOc1ccc(S(=O)(=O)NC2CCCC2)cc1	4	0	-4	-5	2	-3	-4	-14	7	14
N#C/C(=C\c1ccccc1[N+](=O)[O-])C(=O)Nc1ccc(S(N)(=O)=O)cc1	9	-23	2	-36	-11	6	-10	-1	-5	15
Cc1ccc(OCc2nnc(SCc3nc4ccccc4[nH]3)n2Cc2ccco2)cc1	0	-10	-1	-12	-9	-3	-5	3	2	-9
CC1(C)C([N+](=O)[O-])C(c2ccc(O)cc2)NC(c2ccc(O)cc2)C1[N+](=O)[O-] (configuration not stated)	3	4	8	3	0	8	1	-1	6	9
Cc1cccc(C(=O)Oc2ccccc2/C=N/NC(=O)c2ccc(NC(=O)C(C)(C)C)cc2)c1	5	-2	2	-8	9	-15	6	-66	-8	4
COc1ccc(COC[C@H](CC(C)C)N2CCN(C(=O)c3cccc(C(F)(F)F)c3)CCC2=O)cc1	6	0	-9	-1	-5	5	2	10	5	0
Cn1cc(CN2CCC(Oc3ccc(C(=O)N4CCCC4)cc3)CC2)cn1	2	1	-17	-10	-3	-8	0	-1	-5	14
O=C(NCc1ccccc1)C(c1ccc(C(F)(F)F)cc1)n1c(=O)c(-c2ccccc2)nc2ccccc21 (configuration not stated)	2	-1	-4	-2	-6	4	-4	3	4	9
COc1cc2c(cc1OC)-c1cc(NC3CCCC3)nc(=O)n1CC2	7	-60	7	-75	-108	9	-38	0	10	0
COc1ccccc1NC(=O)CSc1nnc(-c2ccoc2C)o1	-1	-4	3	-4	-5	-3	-6	-6	2	0
O=C(O)c1cc(-c2ccc(-c3ccc(F)cc3)o2)nc2ccccc12	0	i	-10	i	-328	20	-111	4	-11	3
O=S(=O)(c1ccc(F)cc1)N1CCC2(CC1)OCCO2	2	3	9	2	-2	-8	-3	3	12	-11
CCCCCCN1C[C@@H](O)[C@H](n2cc(C3CC3)nn2)C[C@@H]1c1ccc(C)cc1	4	-1	2	-1	-2	-12	-3	2	1	-1
CCOC(=O)c1c(NC(=O)c2cccs2)sc2c1CC(C)(C)OC2	-12	-17	-5	-23	-4	5	1	3	0	-9
O=C(NCCCN1CCN(c2ccccc2F)CC1)Nc1ccccc1[N+](=O)[O-]	-7	3	3	-3	3	4	0	-4	1	7
